Screening results as filed in PubChem.
FID counter: fluorescent intercalator displacement, NS3 helicase counter-screen; DNA fluorescent intercalator displacement, fluorescence; inhibition, % at 7.9 µM; 290,000 compounds, 0.17% hits; AID 1845; in the data active = inhibition above about 37%;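 also: 0% = vehicle and 100% = reference compound; higher means more ethidium bromide displaced from hairpin DNA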
NS3 helicase inh: HCV NS3 helicase inhibition; NS3 helicase DNA unwinding, Cy5 molecular beacon fluorescence; inhibition, % at 10.9 µM; 290,000 compounds, 0.56% hits;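 active = inhibition above the mean of all tested compounds plus 3 SD, set per campaign, cut at about 35% in these data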;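 also: 0% = DMSO wells and 100% = thioflavine S control wells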
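System: HCV NS3 helicase fragment; control set: DMSO and thioflavine S; technique: Cy5 fluorescence at 0 and 60 min, beacon hairpin quenching; reagent: beacon DNA duplex substrate plus ATP; replicates: singlicate; schedule: 1 h reaction at 25 °C, ATP-initiated; medium: MOPS buffer pH 6.5 with MgCl2, DTT, Tween20, BSA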
CRFR2-BP antag: CRF-BP/CRF-R2 complex antagonism | inhibition, % at 11.8 µM | 350,000 compounds, 0.59% hits | AID 588475 | HEK293 CRF-R2/CRF-BP, CRF-induced calcium fluorescence;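 active = inhibition of the ligand-induced calcium signal above about 50% at the single tested concentration, limit read from the data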
MEKK2wt PB1 HTS: raises or lowers MEK5 binding to wildtype human MEKK2 PB1 domain; Q9Y2U5; bead flow cytometry, Alexa488-MEK5 binding to MEKK2 WT; actives lie on both sides; binding response (% of control), % at 10 µM; 290,000 compounds, 1.1% hits; AID 1531; in the data active = binding response below about 67% or above about 130%
GalR3 antag: antagonists of human GalR3 | O60755 | HEK293 GalR3-CNG cAMP membrane potential fluorescence; galR3 body fused to GalR1 C-terminus | inhibition, % at 3 µM | 360,000 compounds, 0.44% hits;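 active = inhibition above the screen-wide average plus 3 SD, cut at about 13% in these data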;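 also: forskolin and galanin both at EC90 stimulate the cells; cAMP rise reported by CNG channel membrane potential dye signal; 0% = forskolin plus galanin with DMSO and 100% = forskolin alone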
Target sequence (O60755 1-299 limits assumed): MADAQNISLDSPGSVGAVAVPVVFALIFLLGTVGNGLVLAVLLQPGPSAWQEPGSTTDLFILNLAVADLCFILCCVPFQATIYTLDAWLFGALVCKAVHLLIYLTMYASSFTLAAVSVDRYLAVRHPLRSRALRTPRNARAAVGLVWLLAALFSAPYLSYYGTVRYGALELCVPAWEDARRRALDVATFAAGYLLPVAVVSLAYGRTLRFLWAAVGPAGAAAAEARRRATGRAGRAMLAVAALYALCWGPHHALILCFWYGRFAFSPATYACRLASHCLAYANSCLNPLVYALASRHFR
UBC9 SUMO inh: blocks human SUMOylation mediated by UBC9; AID 2006; P63279; inhibition, % at 35 µM; HTRF SUMOylation assay, SAE1/SAE2 + UBC9, in vitro; 290,000 compounds, 0.36% hits; in the data active = inhibition above about 50%, passing the limit was not always enough; also: strong numbers were not always called active
Target sequence (P63279 whole entry, looked up): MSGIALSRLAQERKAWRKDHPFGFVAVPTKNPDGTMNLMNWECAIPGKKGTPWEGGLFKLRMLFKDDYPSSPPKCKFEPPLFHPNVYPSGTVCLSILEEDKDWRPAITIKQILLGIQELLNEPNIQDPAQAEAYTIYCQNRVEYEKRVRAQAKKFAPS
MEKK3 PB1 HTS: raises or lowers MEK5 binding to the human MEKK3 PB1 domain. 290,000 compounds, 1.4% hits. bead-based flow cytometry, Alexa488-MEK5 binding to MEKK3; actives lie on both sides; 0 = blocked by unlabeled MEK5, 100 = vehicle. binding response (% of control), % at 10 µM. Q99759;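 active = binding response more than 3 SD above or below the average of its plate-row segment, actives on both sides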;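 also: Alexa488 bead fluorescence after subtracting the streptavidin-only scavenger bead signal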
Target sequence (Q99759 whole entry, looked up, the tested form may be a part): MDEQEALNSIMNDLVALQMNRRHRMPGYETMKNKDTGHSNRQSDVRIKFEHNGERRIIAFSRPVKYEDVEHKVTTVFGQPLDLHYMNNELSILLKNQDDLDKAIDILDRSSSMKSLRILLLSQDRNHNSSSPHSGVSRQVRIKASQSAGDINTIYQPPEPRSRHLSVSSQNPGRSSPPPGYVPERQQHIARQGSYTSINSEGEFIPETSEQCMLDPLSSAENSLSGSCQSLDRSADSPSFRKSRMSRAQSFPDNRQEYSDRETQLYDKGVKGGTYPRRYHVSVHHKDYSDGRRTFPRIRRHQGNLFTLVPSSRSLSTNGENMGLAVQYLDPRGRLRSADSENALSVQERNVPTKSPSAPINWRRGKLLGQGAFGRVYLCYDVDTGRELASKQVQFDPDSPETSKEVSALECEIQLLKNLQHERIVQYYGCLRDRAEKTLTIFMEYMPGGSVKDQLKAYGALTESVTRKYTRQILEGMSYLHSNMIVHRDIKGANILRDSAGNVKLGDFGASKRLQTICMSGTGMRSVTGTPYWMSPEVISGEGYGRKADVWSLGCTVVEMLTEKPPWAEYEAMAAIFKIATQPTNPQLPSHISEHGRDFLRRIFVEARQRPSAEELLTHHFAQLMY
CRFBP-R2 agonist: CRF-BP/CRF-R2 complex agonism; HEK293 CRF-R2/CRF-BP, calcium dye fluorescence (FLIPR); percent of saturating CRF peptide response; activation, % at 13.2 µM; 350,000 compounds, 0.46% hits; AID 588473;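 active = activation of at least 50%, plus an integration ratio under a set limit after plate pattern correction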;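 also: plate controls were neutral control wells without compound for no effect and CRF at EC100 for full effect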
MEKK2 mut-MEK5: signal of MEK5 binding to mutant human MEKK2 PB1 domain; bead flow cytometry, Alexa488-MEK5 binding to MEKK2 mutant; percent response, % at 10 µM; 290,000 compounds, 0.35% hits; AID 1530; in the data active = percent response above about 24%, passing the limit was not always enough; also: inactives centre near 1; some results filed as inactive read as strong as hits
Starred values were filed as active, the others as inactive; . = not tested or not shown; [ ] = remark or other dose. The list is partial; rates above refer to the full screens.

SMILES	FID counter	NS3 helicase inh	CRFR2-BP antag	MEKK2wt PB1 HTS	GalR3 antag	UBC9 SUMO inh	MEKK3 PB1 HTS	CRFBP-R2 agonist	MEKK2 mut-MEK5
CCOC(=O)C1(CC)NC(c2ccc(OC)c(OC)c2)C2C(=O)N(c3cccc(C(C)=O)c3)C(=O)C21 (centres undefined)	-29	0	9	101	-9	0	103	-0.1	3
CCc1nnc(NS(=O)(=O)c2ccc(NC(=S)NC(=O)c3cccs3)cc2)s1	-29	17	15	96	-4	7	98	-2.2	-4
CCCn1c(=O)c(C(=O)NCc2ccccn2)c(O)c2ccccc21	3	-3	-5	101	-6	2	99	-1.0	2
CCc1ccc(NC(=S)N(CCCN2CCOCC2)Cc2ccco2)cc1	-3	-7	-13	108	0	-3	101	-1.0	3
COC(=O)c1nc2n(n1)C(c1ccccc1OC)C1=C(CCCC1=O)N2 (centres undefined)	-5	3	1	103	-3	7	102	-1.3	9
O=c1ccnc(Sc2ncccc2[N+](=O)[O-])[nH]1	2	-4	-5	101	-2	-18	89	-0.8	9
NS(=O)(=O)c1cccc(NC(=O)CSc2nc3ccccc3c(=O)n2CCCN2CCOCC2)c1	-2	-1	16	101	11	6	102	-1.7	2
Cc1cccc(C)c1N1CCN(S(=O)(=O)N(C)C)CC1	-13	-7	2	97	-4	16	91	-1.6	-2
CCCn1c(-c2cccc(F)c2)nc2c1c(=O)[nH]c(=O)n2Cc1ccccc1	-19	4	-21	99	-9	-7	102	-0.2	5
CC(=O)Nc1cccc(C(=O)Oc2cccc(C)c2)c1O	-7	-1	16	16*[inhibitor]	-5	12	9.0*[inhibitor]	-3.3	-29
COc1ccc(Cc2nc3ccc(C(=O)N(C)Cc4cc(C)[nH]n4)cc3o2)cc1OC	-29	5	6	105	3	2	102	3.9	5
CCOCc1cc(C2NC(=O)NC(C)=C2C(=O)OCC)ccc1OC (centres undefined)	-16	-7	0	101	-3	11	99	-0.9	-4
O=C(CCCCCNC(=O)c1ccccc1)N/N=C/c1ccc(O)cc1O	-11	1	16	97	-9	-14	96	1.9	-1
O=C(NNc1c2ccccc2nc2ccccc12)C12CC3CC(CC(C3)C1)C2	-3	19	1	95	-1	24	93	1.7	0
Cc1ccc2c(C(=O)CN3CCN(C(=O)c4ccco4)CC3)c(C)[nH]c2c1	-24	8	-8	104	3	-2	107	-0.1	4
CN(Cc1ccccc1)C(=O)CCNS(=O)(=O)c1ccc2c(c1)oc(=O)n2C	-11	4	-11	104	-6	10	100	0.7	4
CCN1CCN(S(=O)(=O)c2ccc(Cl)c(C(=O)Nc3nnc(CC(C)C)s3)c2)CC1	11	-30	8	106	-6	23	102	-0.9	3
CCOC(=O)n1n[n+]([O-])c2ccccc21	-3	7	-1	108	-2	0	108	-3.6	3
CCOc1ccc(N2C(=O)CC(Sc3n[nH]c(-c4ccccc4)n3)C2=O)cc1 (centres undefined)	-6	14	3	92	-3	2	97	-0.6	-7
Cn1nccc1NC(=O)CC1(CC(=O)O)CCCCC1	0	5	0	94	-4	4	90	4.1	-11
CCCc1ccc(-c2ccc(-c3noc(-c4ccncc4)n3)cc2)nc1	-5	-19	2	93	-11	6	94	-0.2	-1
COc1cccc(CSc2nnc(-c3ccc(F)cc3)o2)c1	-9	0	16	97	-6	4	97	0.0	-2
CN(C(=O)CSc1cn(CC(=O)N2CCOCC2)c2ccccc12)c1ccccc1	-51	-1	11	100	-7	.	97	0.0	4
Cc1cc(C)c2c(n1)SCC(=O)N2CC(=O)Nc1ccc(F)cc1	-11	4	5	103	-4	1	105	-2.6	5

By substructure: the entries above containing an aryl methoxy group (5)
SMILES	FID counter	NS3 helicase inh	CRFR2-BP antag	MEKK2wt PB1 HTS	GalR3 antag	UBC9 SUMO inh	MEKK3 PB1 HTS	CRFBP-R2 agonist	MEKK2 mut-MEK5
CCOC(=O)C1(CC)NC(c2ccc(OC)c(OC)c2)C2C(=O)N(c3cccc(C(C)=O)c3)C(=O)C21 (centres undefined)	-29	0	9	101	-9	0	103	-0.1	3
COC(=O)c1nc2n(n1)C(c1ccccc1OC)C1=C(CCCC1=O)N2 (centres undefined)	-5	3	1	103	-3	7	102	-1.3	9
COc1ccc(Cc2nc3ccc(C(=O)N(C)Cc4cc(C)[nH]n4)cc3o2)cc1OC	-29	5	6	105	3	2	102	3.9	5
CCOCc1cc(C2NC(=O)NC(C)=C2C(=O)OCC)ccc1OC (centres undefined)	-16	-7	0	101	-3	11	99	-0.9	-4
COc1cccc(CSc2nnc(-c3ccc(F)cc3)o2)c1	-9	0	16	97	-6	4	97	0.0	-2

(further entries)
SMILES	FID counter	NS3 helicase inh	CRFR2-BP antag	MEKK2wt PB1 HTS	GalR3 antag	UBC9 SUMO inh	MEKK3 PB1 HTS	CRFBP-R2 agonist	MEKK2 mut-MEK5
Cc1ccc([C@@H]2[C@@H]3C(=O)N(C)C(=O)[C@@H]3[C@]3(C)C(=O)N(Cc4ccc(-c5ccccc5)cc4)CC(=O)N23)o1	-39	6	-5	111	-5	-2	101	1.4	9
CCOC(=O)N/N=C(/C)c1ccc(N2C(=O)C3CCCCC3C2=O)cc1 (centres undefined)	-6	4	2	102	-6	4	101	0.6	9
O=C(COc1cccc2c1CCN(Cc1ccccc1)C2=O)N1CCCCC1	-24	-3	12	.	-3	3	.	-3.6	.
N=C1C(c2ccccc2)=C(O)CN1CCCO	-3	12	-6	105	-5	13	120	0.2	-3
C/C(=N\NC(=O)c1ccccc1)c1c(C)[nH]n(-c2ccccc2)c1=O	-5	6	0	101	-10	-12	106	-0.6	4
N#Cc1ccccc1NC(=O)c1ccc2c(c1)OCO2	-5	12	-7	101	-9	11	99	0.3	3
COc1ccc(CN=C(C)c2c(C(F)(F)F)[nH]n(-c3nc4ccccc4s3)c2=O)cc1	-2	-2	-3	100	-4	15	96	1.4	-1
Cc1cc(/C=C(\C#N)c2nnc(N3CCOCC3)n2-c2ccccc2)c(C)n1-c1ccccc1	-10	6	.	101	.	15	118	.	0
COc1ccc(C(=O)Nc2cccc(N(C)S(C)(=O)=O)c2)cc1OC	-15	3	-4	98	-7	-9	97	-0.1	-2
O=S(=O)(Nc1ccncc1Cl)c1ccccc1	1	4	24	106	-3	-11	103	6.5	7
Cc1cccc(-n2nnc3c(=O)n(CC(=O)Nc4cc(C)on4)cnc32)c1	-10	0	-9	108	0	5	114	-0.5	-1
S=c1[nH]nc(-c2cccs2)n1/N=C/c1c(Cl)cccc1Cl	-11	9	-26	93	-10	10	98	0.6	-3
CCOc1ccc(-c2nc(-c3cccnc3)no2)cc1	-13	-1	-11	94	-3	10	83	2.4	0
CCn1c(=O)c2ccccc2n2c(SCC(=O)N3CCc4ccccc4C3)nnc12	-23	-4	5	102	1	14	106	-0.4	7
CC(C)c1c(O)nc(SCc2ccccc2)[nH]c1=O	-8	4	6	105	-1	24	108	2.5	5
O=c1cc(N2CCc3ccccc3C2)[nH]c(=O)n1Cc1ccc(F)cc1	0	6	-6	91	-9	29	88	-0.7	-6
CCOC(=O)c1nn(-c2ccc(C)c(C)c2)cc1O	-6	1	19	97	-7	20	96	-1.6	0
Cc1cc(C)c(S(=O)(=O)NC2CC3CCC2C3)c(C)c1 (centres undefined)	-33	-10	-2	102	-4	0	104	-0.8	1
C=CCOc1ccc(C(c2c(C)n(C)n(-c3ccccc3)c2=O)c2c(C)n(C)n(-c3ccccc3)c2=O)cc1	-38	-3	-11	102	-9	-11	103	-3.1	-2
CC(=O)Nc1ccc(SC(C)C(=O)NC2CCCC2)cc1 (centres undefined)	-5	5	-4	108	-8	9	105	2.4	3
COc1ccc(C(=O)CSc2n[nH]c(-c3ccco3)n2)cc1	-20	35	-1	100	1	39	105	0.1	4
FC(F)(F)Oc1ccc(NC(=S)Nc2ccc(OC(F)(F)F)cc2)cc1	1	8	1	94	1	-26	95	-0.3	-10
Cc1ccc(-n2c(SCC(=O)Nc3ccc(N4CCOCC4)cc3)nc3ccccc3c2=O)cc1	-4	-6	11	110	-4	18	100	-1.3	7
COc1ccc(OC)c(C2C(C(=O)c3ccco3)=C(O)C(=O)N2CC2CCCO2)c1 (centres undefined)	-25	4	9	99	-10	4	101	-0.3	-1
CC1CCN(C(=O)CSc2nnc(CNC(=O)COc3ccc(Cl)cc3)o2)CC1	-27	-6	8	106	-6	0	101	-2.0	4
COc1ccc(CNC(=O)[C@H](C)NC(=O)C2CCN(S(=O)(=O)c3ccc(C)cc3)CC2)cc1	-20	0	9	99	0	30	99	-1.6	2
CCN(CC)CCN1C(=O)C(=O)/C(=C(/O)c2cnn(-c3ccccc3)c2C)C1c1ccc(C)o1 (centres undefined)	-9	-4	-6	95	1	25	98	-0.5	-5
COc1ccccc1N1CCN(CCCCOc2cccc3ccccc23)CC1	21	-86	-26	119	-4	-19	101	0.6	0
O=C(c1ccc(N2CCN(C(=O)c3ccc(F)c(F)c3)CC2)cc1)c1cccc(F)c1	-41	9	14	108	2	11	105	-0.6	5
CCc1ccc(CN2CC(C(=O)O)CC2=O)cc1 (centres undefined)	2	1	5	110	-6	29	103	-3.5	7
C=CCSc1nnc(-c2ccncc2)n1-c1ccc(OCC)cc1	-30	-6	15	107	0	-6	108	0.3	6
CN(CCC1CCOCC1)C(=O)C1CCC(=O)N(CCc2cccc(F)c2)C1 (centres undefined)	-27	-12	-12	105	2	0	100	-0.4	7
COc1cccc(C(=O)CC(=O)C(=O)Nc2cccc([N+](=O)[O-])c2C)c1	-24	28	21	104	-9	2	105	2.1	9
Cc1cc(C)nc(SC(C)C(=O)Nc2ccc(S(N)(=O)=O)cc2)n1 (centres undefined)	-7	2	1	98	0	8	100	1.5	5
O=C(NN=C1CCCC1)c1[nH]c2ccc(Br)cc2c1-c1ccccc1	-6	3	-51	79	3	0	95	2.6	-8
N#CCC(=O)c1ccccc1Oc1ccc(Cl)cc1	-21	25	3	95	-5	11	100	-1.1	1
NCCCCc1cn(CC(=O)N2CCNCC2)nn1	8	4	7	98	0	-4	95	1.9	5
Cc1cccc(NC2=NCC(=O)N2Cc2ccccc2)c1	-2	3	-7	99	3	14	97	-3.5	-1
COc1cccc(CNC(=O)c2csc3c2CCCC3)c1	-26	-1	6	105	1	8	103	-0.9	4
CCN1C2=NCCCN2c2ccccc21	5	4	4	102	2	7	103	1.6	10
CC(=O)Nc1ccc(S(=O)(=O)N2CCN(C(=O)c3ccccc3F)CC2)cc1	-1	3	3	94	-4	-7	109	1.4	2
CCSc1nnc(NC(=O)CCNS(=O)(=O)c2cc(Br)cnc2N)s1	-8	-6	-17	110	2	0	111	2.0	4
CCCOC(=O)C[N+](C)(C)CCOC1CC2CCC1(C)C2(C)C (centres undefined)	15	-45	7	97	0	33	92	-2.0	-10
CCOC(=O)c1c(C)[nH]c(C)c1S(=O)(=O)NCc1ccccc1OCC	-29	-7	-3	104	-7	-13	102	-1.3	7
CC(C)(C)NC(=O)c1ccccc1NC(=O)C1CCCO1 (centres undefined)	-5	10	7	101	-4	12	105	1.0	2
O=C(NCCN1CCc2ccccc2C1)C1CC(=O)N(C2CCCC2)C1 (centres undefined)	0	-1	7	101	7	19	101	-0.5	4
COc1cccc(NC(=O)CCS(=O)(=O)c2cc3c(cc2Cl)NC(=O)CO3)c1	0	5	-16	101	-6	12	103	2.9	0
COc1ccccc1NC(=O)c1ccc[n+]([O-])c1	-1	-4	3	107	-8	2	103	1.2	6
